Assay outcomes deposited in PubChem by several laboratories.
MsrA act: bovine MsrA enzyme activators, primary screen, biochemical, absorbance, HTS | Methionine sulfoxide reductase A (Bos taurus) | 0.3% of 360,000 active | activation, % at 10.6 µM | purified bovine MsrA, absorbance read-out | AID 602163, 2012; in the data active = activation above about 7.5%;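 note: 0% = vehicle and 100% = reference activator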
PABP1 MLLE inh: inhibitors of PABP1 MLLE–PAM2 peptide binding, primary screen, biochemical, fluorescence polarization, FITC-PAM2, GST-MLLE. 0.36% of 360,000 active. Polyadenylate-binding protein 1 (Homo sapiens), P11940. inhibition, % at 20 µM; in the data active = inhibition above about 35%, passing the limit was not always enough;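 note: plate controls were DMSO wells with GST-MLLE for no effect and wells lacking GST-MLLE protein for full effect; some results filed as inactive read as strong as hits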
MT1-MMP act inh: blockers of MT1-MMP proenzyme processing, primary screen, HT1080 RFP-PRO-GFP cells, GFP/RFP fluorescence; Matrix metalloproteinase-14 (Homo sapiens), P50281; GFP/RFP ratio fluorescence, overnight; percent of plate control window, DMSO zero; GFP/RFP ratio change, % at 20 µM; 0.061% of 360,000 active; AID 651647, 2012;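 active = GFP/RFP ratio change of at least 30% with cell ATP level not reduced by more than half and red fluorescence within 50% of control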; note: strong numbers were not always called active
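Assay system: HT1080 RFP-PRO-GFP cells | Dosing: 20 µM single dose, 1% DMSO | Incubation: Cells overnight before dosing, compound overnight, 37 °C, 5% CO2 | Evaluation: GFP/RFP fluorescence ratio | Control set: DMSO-only wells and HT1080 RFP-L50D-GFP cell wells as references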
TbMetRS inhib: T. brucei MetRS inhibitors, primary screen, biochemical, luminescence; methionyl-tRNA synthetase (Trypanosoma brucei brucei); purified T. brucei MetRS, ATP depletion, Kinase-Glo luminescence; inhibition, % at 11.9 µM; 0.4% of 360,000 active; AID 624268, 2012;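 active = inhibition above a per-plate cutoff of the control wells' mean inhibition plus 3 SD, cut at about 5.5% in these data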;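 note: 0% = DMSO wells median and 100% = median of wells with control inhibitor compound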
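assay system = parasite MetRS enzyme | timing = 15 min preincubation, 2 h reaction, all 25 °C | evaluation = percent inhibition relative to median high and low control wells | medium = HEPES buffer containing pyrophosphatase, BSA, spermine, DTT | compound = single dose, 11.9 µM final nominal, 0.9% final DMSO | detection = Kinase-Glo luminescence, ATP depletion format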
MsrA inh: bovine MsrA enzyme inhibitors, primary screen, biochemical, absorbance, HTS; inhibition, % at 15.5 µM; AID 651718, 2012; 0.75% of 360,000 active; purified bovine MsrA, absorbance read-out; in the data active = inhibition above about 4.5%;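 note: 0% = vehicle wells with enzyme and 100% = reference inhibitor wells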
FAS-TE inh: FAS thioesterase domain inhibitors, primary screen, biochemical, fluorescence intensity, uHTS. 0.67% of 360,000 active. inhibition, % at 15 µM. Fatty acid synthase (Homo sapiens), P49327. recombinant FAS-TE, OMFH fluorogenic substrate, fluorescence endpoint;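 active = compounds whose normalised, plate-corrected inhibition of enzyme fluorescence in the single-dose primary screen is 50% or more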;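 note: 0% = DMSO with enzyme and 100% = substrate without enzyme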
E coli Lon inh: inhibitors of E. coli Lon protease, primary screen, biochemical, fluorescence polarization; purified E. coli Lon protease; inhibition, % at 7.94 µM; 0.42% of 360,000 active; AID 602123, 2011; in the data active = inhibition above about 13%, passing the limit was not always enough;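 note: 0% = enzyme with probe and DMSO and 100% = no enzyme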
SKN-1 block: suppressors of acrylamide-induced Pgst-4::GFP reporter in worms, primary screen, SKN-1 inhibitor project, whole organism, uHTS, GFP/RFP fluorescence ratio, strain VP596. inhibition, % at 21.8 µM. 0.49% of 360,000 active. C. elegans VP596 Pgst-4::GFP/RFP ratio, 24 h. AID 624304, 2012;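 active = interference check ratio from 0.5 to 1.5 plus GFP to RFP signal ratio inhibition reaching or exceeding a fixed threshold, cut at about 30% in these data, passing the limit was not always enough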; note: some compounds called inactive have numbers as strong as hits
NRP1-CendR mod: modulators of CendR peptide binding to NRP-1, primary screen, biochemical, fluorescence polarization, uHTS; Neuropilin-1 (Homo sapiens), O14786; FAM-RPARPAR peptide binding to NRP-1; inhibition, % at 25 µM; 0.85% of 360,000 active; AID 602438, 2012;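 active = inhibition or corrected inhibition above about 18%, plus a signal ratio from 0.5 to 1.5, limit read from the data, passing the limit was not always enough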; note: strong numbers were not always called active
An asterisk follows results filed as active. Rows are unselected; 4% or so of the library scored in one or more.

What do the screens show for `O=C(NCCc1cccc(Cl)c1)c1cccs1`?
MsrA act: -1.5; PABP1 MLLE inh: -3.0; MT1-MMP act inh: 0.7; TbMetRS inhib: 0.5; MsrA inh: -0.5; FAS-TE inh: 4.6; E coli Lon inh: 4.1; SKN-1 block: 12.6; NRP1-CendR mod: 14.1

What do the screens show for `COc1ccc2cc3c(N)nn(C(=O)Cc4ccc(Cl)cc4)c3nc2c1`?
MsrA act: -2.4; PABP1 MLLE inh: -14.7; MT1-MMP act inh: -7.5; TbMetRS inhib: -0.4; MsrA inh: 0.5; FAS-TE inh: 0.5; E coli Lon inh: -5.8; SKN-1 block: 7.1; NRP1-CendR mod: -10.3

How did Cc1cccc(C)c1-n1nnnc1C1(C)CCC(=O)N1C1CC1 (centres undefined) do in these assays?
MsrA act: -2.3; MT1-MMP act inh: 1.2; TbMetRS inhib: -0.8; MsrA inh: -0.2; FAS-TE inh: -9.0; E coli Lon inh: -2.3; SKN-1 block: 0.5; NRP1-CendR mod: 4.4

How did COc1ccccc1N1CCN(CC(=O)NC(=O)NCc2ccco2)CC1 do in these assays?
MsrA act: -4.0; PABP1 MLLE inh: -4.9; MT1-MMP act inh: 12.6; TbMetRS inhib: -0.9; MsrA inh: -0.6; FAS-TE inh: -10.3; E coli Lon inh: 6.7; SKN-1 block: -3.4; NRP1-CendR mod: -0.4

Results for C=CCn1c(C(CCC(C)C)CC(C)(C)O)n[nH]c1=S (centres undefined) ?
MsrA act: -1.9; PABP1 MLLE inh: -28.5; MT1-MMP act inh: -3.8; TbMetRS inhib: 0.5; MsrA inh: 0.7; FAS-TE inh: -4.7; E coli Lon inh: 4.5; SKN-1 block: 14.4; NRP1-CendR mod: -7.2

Results for CC1(CC(=O)O)C(=O)N=C2C=CC=CN21 (centres undefined) ?
MsrA act: -3.8; PABP1 MLLE inh: -5.1; MT1-MMP act inh: 3.7; TbMetRS inhib: -0.8; MsrA inh: 1.8; FAS-TE inh: -8.4; E coli Lon inh: -3.9; SKN-1 block: 9.4; NRP1-CendR mod: 5.3

What do the screens show for `Cc1ccc(S(=O)(=O)N2CCN(C(=O)Cc3c(F)cccc3Cl)CC2)cc1`?
MsrA act: -1.0; PABP1 MLLE inh: 7.0; MT1-MMP act inh: -1.3; TbMetRS inhib: -0.6; MsrA inh: 0.2; FAS-TE inh: 14.3; E coli Lon inh: -8.1; SKN-1 block: -1.2; NRP1-CendR mod: 9.5

How did CCOC(=O)[C@]12CCCC=C1N(Cc1ccc(Cl)cc1Cl)C(=O)[C@H](CC(=O)N1CCCC1)C2 do in these assays?
MsrA act: 0.6; MT1-MMP act inh: -7.6; TbMetRS inhib: -1.3; MsrA inh: 0.2; FAS-TE inh: 3.4; E coli Lon inh: 12.3; SKN-1 block: 14.8; NRP1-CendR mod: 8.5

How did Cc1nnc2sc(-c3csc4c3CCCC4)nn12 do in these assays?
MsrA act: -11.0; PABP1 MLLE inh: -13.9; MT1-MMP act inh: -0.2; TbMetRS inhib: -1.6; MsrA inh: 0.5; FAS-TE inh: 1.9; E coli Lon inh: -3.2; SKN-1 block: 2.0; NRP1-CendR mod: -4.0

Results for C/C(=C\C(=O)c1ccc(Br)cc1)Nc1ccc(Cl)cc1 ?
MsrA act: -1.2; PABP1 MLLE inh: 6.0; MT1-MMP act inh: -1.0; TbMetRS inhib: -0.2; MsrA inh: -0.1; FAS-TE inh: 29.8; E coli Lon inh: 2.9; SKN-1 block: 15.9; NRP1-CendR mod: -4.1

What do the screens show for `Cc1ccc(CNC(=O)CN(C)S(=O)(=O)c2cnc[nH]2)cc1`?
MsrA act: -3.8; PABP1 MLLE inh: 3.3; MT1-MMP act inh: -3.0; TbMetRS inhib: 1.0; MsrA inh: -0.6; FAS-TE inh: -12.1; E coli Lon inh: -1.1; SKN-1 block: 8.8; NRP1-CendR mod: -1.9

What do the screens show for `CSc1ccc(CN(C)C(=O)CNC(=O)c2sc3ccccc3c2Cl)cc1`?
MsrA act: 2.9; PABP1 MLLE inh: -11.8; MT1-MMP act inh: 1.3; TbMetRS inhib: -0.1; MsrA inh: 1.1; FAS-TE inh: 20.0; E coli Lon inh: -1.8; SKN-1 block: 9.7; NRP1-CendR mod: -3.0

Results for CC(CCc1ccccc1)NC(=O)CCN1N=C(c2ccccc2)CCC1=O (centres undefined) ?
MsrA act: -4.1; PABP1 MLLE inh: -8.3; MT1-MMP act inh: 2.8; TbMetRS inhib: -0.3; MsrA inh: -0.4; FAS-TE inh: 1.7; E coli Lon inh: -6.3; SKN-1 block: 10.6; NRP1-CendR mod: -2.9

How did COc1ccc(N2CCN(CC(O)COc3ccc(F)cc3)CC2)cc1 (centres undefined) do in these assays?
MsrA act: -2.3; PABP1 MLLE inh: 5.6; MT1-MMP act inh: -1.5; TbMetRS inhib: -0.7; MsrA inh: -2.5; FAS-TE inh: -3.4; E coli Lon inh: 0.2; SKN-1 block: 9.1; NRP1-CendR mod: 1.8

Results for COc1ccc(OC)c(N(CC(=O)Nc2cccc3ccccc23)S(C)(=O)=O)c1 ?
MsrA act: -9.3; PABP1 MLLE inh: 1.1; MT1-MMP act inh: -2.8; TbMetRS inhib: -1.0; MsrA inh: 0.6; FAS-TE inh: 0.8; E coli Lon inh: 5.5; SKN-1 block: -2.4; NRP1-CendR mod: -5.9

How did Cc1cc(-c2nnc(SCC(=O)Nc3nc(-c4ccc(Cl)cc4)cs3)o2)no1 do in these assays?
MsrA act: 1.4; PABP1 MLLE inh: -23.5; MT1-MMP act inh: -2.6; TbMetRS inhib: 0.2; MsrA inh: 2.4; FAS-TE inh: -5.0; E coli Lon inh: 5.2; SKN-1 block: 0.3; NRP1-CendR mod: -1.9

Results for Cc1ccc(S(=O)(=O)N2CCN(Cc3cc4c(cc3Br)OCCO4)CC2)cc1 ?
MsrA act: 1.1; PABP1 MLLE inh: -25.1; MT1-MMP act inh: 5.1; TbMetRS inhib: -0.3; MsrA inh: 0.7; FAS-TE inh: 28.6; E coli Lon inh: -4.5; SKN-1 block: 2.0; NRP1-CendR mod: 5.8

What do the screens show for `CCOC(=O)c1ccc2c(c1)nc(SCc1cn3ccsc3n1)n2CC`?
MsrA act: 1.0; PABP1 MLLE inh: -99.4; MT1-MMP act inh: 4.6; TbMetRS inhib: 1.6; MsrA inh: -0.4; FAS-TE inh: 3.0; E coli Lon inh: -13.2; SKN-1 block: -3.3; NRP1-CendR mod: -3.9

Results for COc1cc(CCCN2C(=S)NC[C@@H]2c2ccccc2)cc(OC)c1OC ?
MsrA act: -1.2; PABP1 MLLE inh: -74.9; MT1-MMP act inh: 0.8; TbMetRS inhib: -0.4; MsrA inh: 1.0; FAS-TE inh: -3.6; E coli Lon inh: 8.2; SKN-1 block: -3.1; NRP1-CendR mod: -6.0

What do the screens show for `CCN1CCN(C2=C(NS(=O)(=O)c3ccc(Br)cc3)C(=O)c3ccccc3C2=O)CC1`?
MsrA act: 8.2*; PABP1 MLLE inh: 14.7; MT1-MMP act inh: 1.7; TbMetRS inhib: 0.2; MsrA inh: 0.5; FAS-TE inh: -1.7; E coli Lon inh: 2.9; SKN-1 block: -14.4; NRP1-CendR mod: 22.1

What do the screens show for `O=C(CCCCCCN1C(=O)c2ccccc2C1=O)Nc1nccs1`?
MsrA act: -5.1; PABP1 MLLE inh: -4.1; MT1-MMP act inh: -9.3; TbMetRS inhib: 0.0; MsrA inh: -0.3; FAS-TE inh: -0.4; E coli Lon inh: 1.0; SKN-1 block: -13.7; NRP1-CendR mod: 10.9

Results for COCCNC(=O)C1CCCN(C(=O)COc2ccc(C(C)(C)C)cc2)CC1 (centres undefined) ?
MsrA act: -1.6; PABP1 MLLE inh: -8.8; MT1-MMP act inh: 2.6; TbMetRS inhib: -0.2; MsrA inh: -0.6; FAS-TE inh: -6.2; E coli Lon inh: -5.4; SKN-1 block: 5.0; NRP1-CendR mod: 9.2

What do the screens show for `CCN(CCN(C)C)C(=O)c1ccc2c(c1NCCO)C(=O)c1ccccc1C2=O`?
MsrA act: -0.5; PABP1 MLLE inh: 0.1; MT1-MMP act inh: 14.8; TbMetRS inhib: -0.5; MsrA inh: -1.1; FAS-TE inh: 3.4; E coli Lon inh: 1.9; SKN-1 block: 29.9; NRP1-CendR mod: 5.3

How did CCOc1ccc(NC(=O)c2c(OC)cccc2OC)cc1 do in these assays?
MsrA act: -2.1; PABP1 MLLE inh: -12.3; MT1-MMP act inh: -2.1; TbMetRS inhib: -0.5; MsrA inh: -0.1; FAS-TE inh: -3.2; E coli Lon inh: 1.1; SKN-1 block: 7.4; NRP1-CendR mod: 4.9

What do the screens show for `O=C(Nc1ccc(N2CCOCC2)cc1)c1ccc(Cl)nc1`?
MsrA act: -2.6; PABP1 MLLE inh: -5.8; MT1-MMP act inh: 4.8; TbMetRS inhib: -1.1; FAS-TE inh: -4.7; E coli Lon inh: 3.7; SKN-1 block: -15.2; NRP1-CendR mod: 2.4

How did COc1ccc(NC(=O)CCNC(=O)Cn2cnc3ccccc3c2=O)c(OC)c1 do in these assays?
MsrA act: -1.7; PABP1 MLLE inh: -8.4; MT1-MMP act inh: -0.7; TbMetRS inhib: 0.2; MsrA inh: -2.1; FAS-TE inh: -5.3; E coli Lon inh: 2.8; SKN-1 block: 17.1; NRP1-CendR mod: 1.4

How did Cc1ccccc1Cn1ccc(-c2ccc3c(c2)OCO3)n1 do in these assays?
MsrA act: -1.0; PABP1 MLLE inh: -5.9; MT1-MMP act inh: 0.1; TbMetRS inhib: -0.9; MsrA inh: 0.5; FAS-TE inh: 25.6; E coli Lon inh: -7.2; SKN-1 block: 2.3; NRP1-CendR mod: -5.6

What do the screens show for `O=[N+]([O-])c1ccc(N2CCN(C(=S)Nc3ccccc3)CC2)cc1`?
MsrA act: -0.5; PABP1 MLLE inh: -101.3; MT1-MMP act inh: 7.8; TbMetRS inhib: -0.6; MsrA inh: 0.5; FAS-TE inh: -1.0; E coli Lon inh: -1.5; SKN-1 block: 10.9; NRP1-CendR mod: -2.5

How did O=C(Cc1cccc2ccccc12)N/N=C/c1ccncc1 do in these assays?
MsrA act: -3.4; PABP1 MLLE inh: -6.2; MT1-MMP act inh: 4.2; TbMetRS inhib: -0.3; MsrA inh: -0.7; FAS-TE inh: -6.6; E coli Lon inh: -4.5; SKN-1 block: -9.7; NRP1-CendR mod: -9.0
